# HTT aggregate: mutant huntingtin aggregation inhibition; PC12 HttQ103-GFP aggregates, Acumen cytometry, 40 h; Potency, µM (highest dose often 46.1 µM), inactives show at the highest dose activity change, negative = inhibition, hits mostly inhibitors; 220,000 compounds, 1.1% hits; also: potency is read from the fitted curve at half-maximal effect; % is scaled to controls: 0 for no effect and ±100 for the full control effect; nearly all actives have a fitted effect of over 60% in size
#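 PC12 cells stably carrying ecdysone-inducible HTT exon 1 Q103–GFP were induced with tebufenozide (100 nM final) and treated with library compounds in titration. GFP aggregates in lysates were counted by laser scanning cytometry.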
# Lamin A splicing: modulators of lamin A splicing. HeLa LMNA splicing GFP/RFP minigene ratio, 48 h. 200,000 compounds, 0.01% hits. AID 1487. Potency, µM (doses to about 46.1 µM), for inactives: at the top dose ratio change, negative = inhibition, usual class: inhibitors; active = well fitted inhibition curve with a large enough effect in the signal ratio, with a control signal flat, not every such curve was filed as active; inconclusive = small, poorly fitted or top-dose-only effect, or effect the other way, or a change in a side signal; the % refers to the signal ratio; also: potency is read from the fitted curve at half-maximal effect; % is scaled to controls: 0 for no effect and ±100 for the full control effect
#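 S3 HeLa cells stably expressing lamin A-EGFP splicing minigene plus DsRed2, 600 cells/well, 48 h compound exposure at 37C. Laser-scanning cytometry; analysed as GFP (500-530 nm)/RFP (575-640 nm) total intensity ratio; 0.5% DMSO vehicle.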
# GAA spleen mod: inhibits or activates alpha-glucosidase in human spleen homogenate | human spleen homogenate, 4-MU-alpha-glucoside fluorescence | Potency, µM (highest dose often 79.9 µM), for the others: at the top dose activity change, negative = inhibition, usual class: inhibitors | 240,000 compounds, 0.006% hits;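 also: potency is read from the fitted curve at half-maximal effect; 0% = enzyme with vehicle and -100% = no enzyme basal signal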
#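 AC50 values come from Hill-equation fits of concentration-response data, normalized to no-enzyme and full-activity controls. Enzyme source: 1 ug human spleen homogenate; 1 mM fluorogenic 4-MU glucoside, pH 5.0 citrate buffer, 37 C, 40 min.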
# GAA inh: blocks human lysosomal alpha-glucosidase | P10253 | purified human GAA, 4-MU-alpha-glucoside fluorescence | Potency, µM (doses to about 76.9 µM), without a hit: at the top dose activity change, negative = inhibition, actives largely listed as inhibitors | 200,000 compounds, 0.005% hits | AID 1466;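 also: potency is read from the fitted curve at half-maximal effect; plate controls were uninhibited enzyme wells for no effect and no-enzyme background for full effect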
#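 Endpoint fluorogenic read: 20 min room-temperature reaction of 4 nM human alpha-glucosidase with 400 uM 4-methylumbelliferyl-alpha-D-pyranoside, pH 5.0, quenched with 1M NaOH/1M glycine pH 10. AC50 from Hill modeling.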
# CBFb-RUNX1 inh: blocks binding between human CBF-beta and RUNX1 | AID 1477 | Potency, µM (top dose mostly 59.8 µM), for the others: top-dose activity, negative = inhibition, hits mostly inhibitors | Q01196+Q13951 | AlphaScreen CBFb-His/RUNX1-biotin binding, biochemical | 230,000 tested, under 10 active; also: % of control where 0% means no effect
# Target sequence (Q01196 whole entry, looked up): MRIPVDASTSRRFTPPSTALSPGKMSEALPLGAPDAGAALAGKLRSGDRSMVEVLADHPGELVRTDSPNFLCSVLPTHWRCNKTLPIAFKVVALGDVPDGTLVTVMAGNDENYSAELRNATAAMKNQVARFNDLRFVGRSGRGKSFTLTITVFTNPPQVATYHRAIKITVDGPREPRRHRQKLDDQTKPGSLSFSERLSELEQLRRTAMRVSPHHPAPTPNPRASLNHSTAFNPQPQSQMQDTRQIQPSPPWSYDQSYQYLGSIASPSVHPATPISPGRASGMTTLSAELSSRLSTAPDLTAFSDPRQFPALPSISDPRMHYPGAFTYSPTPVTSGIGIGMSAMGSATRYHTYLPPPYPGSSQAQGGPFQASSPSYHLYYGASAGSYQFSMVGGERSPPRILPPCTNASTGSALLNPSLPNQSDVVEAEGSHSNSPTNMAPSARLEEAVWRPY
# Target sequence (Q13951 whole entry, looked up): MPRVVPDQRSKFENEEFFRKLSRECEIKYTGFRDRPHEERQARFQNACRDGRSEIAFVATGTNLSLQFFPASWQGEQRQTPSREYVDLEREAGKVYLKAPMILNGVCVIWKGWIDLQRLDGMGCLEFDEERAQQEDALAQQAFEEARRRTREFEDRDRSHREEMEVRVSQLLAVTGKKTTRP
#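 Proteins preincubated together for 20 min at RT before compound addition; 15 min later, nickel and streptavidin beads were added and left 90 min prior to AlphaScreen measurement.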
# HTT cytoprotect: cytoprotection in Huntington HTT-Q103 PC12 cell model. PC12 HTT-Q103 induced, cytoprotection, ATP luminescence, 40 h. Potency, µM (top dose mostly 56.4 µM), without a hit: cytoprotection (ATP increase), most hits filed as activators. 230,000 compounds, 0.14% hits. AID 1471;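 also: potency is read from the fitted curve at half-maximal effect; % of control where 0% means no effect; nearly all actives have a fitted effect of over 45% in size; toxic huntingtin expression switched on by the ecdysone agonist tebufenozide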
#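 Cells were plated at 1500 per well in phenol red-free DMEM with 5% equine and 5% calf serum. Tebufenozide (100 nM final) and compounds were added, then ATPlite reagent, and luminescence was read.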
# GAA glycogen mod: GAA glycogen-cleavage inhibition or activation; P10253; Potency, µM (series often up to 76.4 µM), for the others: at the highest dose activity change, negative = inhibition, most hits filed as inhibitors; recombinant GAA, glycogen substrate, Amplex Red glucose oxidase fluorescence; 300,000 compounds, 0.38% hits;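 also: potency is read from the fitted curve at half-maximal effect; 0% = full enzyme reaction and -100% = no-enzyme basal signal; the screen sought inhibitors and activators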
#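 Natural-substrate format: glycogen cleavage by 4 nM human enzyme, glucose read by Amplex Red coupling (Ex 573, Em 610 nm). Normalized to enzyme and no-enzyme controls.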
# The depositor's hits bear a star; u = inconclusive; x = no result given; [ ] = dose if it differs, or a comment. Unless noted, calls follow the shape of the dose curve; as a rule, active = well fitted curve in the direction sought with a large enough effect; inconclusive = small, poorly fitted or top-dose-only effect, or another doubt; inactive = no such curve, though single readings can be large; an effect the other way counts as inactive or inconclusive. Compounds were not picked by outcome; about 1.5% have a hit in one of these screens.
# Preview (four entries):
SMILES | CBFb-RUNX1 inh | Lamin A splicing | GAA inh | HTT aggregate | GAA glycogen mod | GAA spleen mod | HTT cytoprotect
Cc1ccc(CSC2=NCCN2C(=O)c2ccco2)cc1 | 2% | -16% | -6% | 6% | -2% | -7% | 6%
COc1ccccc1N1CCN(C(=O)CN2C(=O)c3ccccc3S2(=O)=O)CC1 | 2% | x | x | 5%[9.22 µM] | -1% | 7% | 20%[10 µM]
COc1ccc(NS(=O)(=O)c2ccc(NC(=O)Cc3cccs3)cc2)cc1 | -1% | u | -11% | -9% | -12% | -10% | 27%[10 µM]
COc1ccc(CC(=S)N2CCOCC2)cc1OC | 5% | 18% | -5% | -8% | -3% | -11% | 18%

# The listing, from the start:
SMILES | CBFb-RUNX1 inh | Lamin A splicing | GAA inh | HTT aggregate | GAA glycogen mod | GAA spleen mod | HTT cytoprotect
Cc1ccc(CSC2=NCCN2C(=O)c2ccco2)cc1 | 2% | -16% | -6% | 6% | -2% | -7% | 6%
COc1ccccc1N1CCN(C(=O)CN2C(=O)c3ccccc3S2(=O)=O)CC1 | 2% | x | x | 5%[9.22 µM] | -1% | 7% | 20%[10 µM]
COc1ccc(NS(=O)(=O)c2ccc(NC(=O)Cc3cccs3)cc2)cc1 | -1% | u | -11% | -9% | -12% | -10% | 27%[10 µM]
COc1ccc(CC(=S)N2CCOCC2)cc1OC | 5% | 18% | -5% | -8% | -3% | -11% | 18%
CC12CCC(C(=O)NC3CCCC3)(CC1=O)C2(C)C (stereo not drawn) | 2% | 0% | -8% | -19% | 3% | -2% | -5%
COc1ccc(N2C(=O)CC(N3CCN(c4ccc(C(=O)c5cccnc5)cc4)CC3)C2=O)cc1 (stereo not drawn) | -3% | 9% | -4% | -2% | 9% | -5% | -15%
Cc1ccc(C)c2nc(SCC(=O)Nc3ccc4c(c3)OCO4)c(C#N)cc12 | 11% | x | x | 11%[9.22 µM] | -5% | 0% | 7%[10 µM]
Cc1c(Cl)cccc1NC(=S)Nc1ccccn1 | 1% | 19%[46 µM] | 3% | -1% | 2% | 0% | -25%
CCCCNc1nc(-c2ccccc2)cc(C(F)(F)F)c1C(N)=O | u | -3% | 4% | 29% | -11% | -1% | u
COc1cc(C(=O)ON=C2C=C(C)C(=O)C(C)=C2)cc(OC)c1OC | 9% | u | 3% | u | 9% | -3% | 15%[10 µM]
Cc1ccc(CNC(=O)C2CC(=O)N(CCC(C)C)C2)cc1 (stereo not drawn) | 2% | x | -5% | -31% | -4% | -2% | -10%
CCOC(=O)N1CCN(CC(=O)Nc2ccc(Oc3ccccc3)cc2)CC1 | 3% | u | -7% | -4% | -7% | -5% | 5%
CCOC(=O)c1ccc(NC(=O)CCS(=O)(=O)c2ccc(Br)s2)cc1 | 0% | -6% | -1% | 4% | 0% | -2% | -2%
COc1ccccc1NC(=O)C1=C(C)Nc2nnnn2C1c1cccc(Br)c1 (stereo not drawn) | 3% | u | -6% | 7% | -1% | 0% | -30%
CCOC(=O)Cc1nnc(NC(=O)C23CC4CC(CC(C4)C2)C3)s1 | -4% | x | x | 2%[9.22 µM] | 5% | 4% | -9%[10 µM]
COc1ccc(CNc2ncnc3ccc(-c4cccc(C#N)c4)cc23)c(OC)c1 | x | u | x | x | x | -7% | -99%[inhibitor]
CCCOc1ccc(NC(=O)CC2C(=O)N(Cc3ccccc3)C(=S)N2Cc2cccs2)cc1 (stereo not drawn) | 7% | u | 4% | 3% | -16% | 10% | 14%[10 µM]
Cc1cc(C)cc(-n2nnc(C(=O)NCc3ccccc3)c2N)c1 | 2% | 2% | -3% | -17% | -2% | -1% | -7%[10 µM]
COc1ccccc1NC(=O)c1ccccc1SC | 10% | 5% | -2% | -9% | -1% | -5% | -9%
Cc1cc(=O)c(C(=O)O)cn1Nc1ccc(Cl)cc1 | 12% | 7% | 6% | 6% | 9% | 4% | 2%

# Reprinted at random: 4 records from the list.
SMILES | CBFb-RUNX1 inh | Lamin A splicing | GAA inh | HTT aggregate | GAA glycogen mod | GAA spleen mod | HTT cytoprotect
COc1ccc(N2C(=O)CC(N3CCN(c4ccc(C(=O)c5cccnc5)cc4)CC3)C2=O)cc1 (stereo not drawn) | -3% | 9% | -4% | -2% | 9% | -5% | -15%
CCOC(=O)N1CCN(CC(=O)Nc2ccc(Oc3ccccc3)cc2)CC1 | 3% | u | -7% | -4% | -7% | -5% | 5%
COc1ccc(CC(=S)N2CCOCC2)cc1OC | 5% | 18% | -5% | -8% | -3% | -11% | 18%
CCCOc1ccc(NC(=O)CC2C(=O)N(Cc3ccccc3)C(=S)N2Cc2cccs2)cc1 (stereo not drawn) | 7% | u | 4% | 3% | -16% | 10% | 14%[10 µM]

# (cont.)
SMILES | CBFb-RUNX1 inh | Lamin A splicing | GAA inh | HTT aggregate | GAA glycogen mod | GAA spleen mod | HTT cytoprotect
O=C(CSc1nc2ccc(NC(=O)CSc3nnnn3Cc3ccccc3)cc2s1)Nc1ccccc1 | -2% | -5% | -1% | 10% | 5% | -20% | 11%[10 µM]
O=C(c1cc2nc(-c3ccc(F)cc3)cc(C(F)(F)F)n2n1)N1CCOCC1 | -7% | 15% | -4% | -7% | -4% | 2% | -2%
CC(C)CC(c1nnnn1Cc1ccco1)N1CCN(C2CCCC2)CC1 (stereo not drawn) | 3% | -3% | -3% | 1% | -12% | -2% | 10%[10 µM]
COc1ccc(OCc2nnc(NC(=O)Nc3ccccc3F)s2)cc1 | 15% | x | x | -8%[9.22 µM] | -2% | 8% | 43%[10 µM]
O=C(CS(=O)(=O)c1ccccc1)Nc1ccc(S(=O)(=O)Nc2ncccn2)cc1 | 10% | -1%[9.22 µM] | 6% | 31% | 0% | -3% | -12%
Cc1ccc(/C=C/C2=NN(Cc3ccccc3)C(=O)CC2)cc1 | -3% | -2% | -10% | -7% | -5% | -7% | 3%
CN(C)CC(=O)Nc1nc(-c2ccccc2)cs1 | -1% | 1% | 4% | -13% | 17% | 2% | u
O=C(CN1CCN(c2ccc(F)cc2)CC1)Nc1cc(C(F)(F)F)ccc1Cl | 18% | -28% | -7% | 7% | -1% | -13% | 9%[10 µM]
Cc1ccccc1C(=O)Nc1cccc(NC(=S)NC(=O)c2cccs2)c1 | 6% | 12%[0.0737 µM] | 2% | 0% | 5% | -10% | -33%
COC(=O)/C=C1\S/C(=N/N=C/c2ccccc2)NC1=O | 5% | -12% | -8% | -10% | -10% | -5% | 0%[10 µM]
COc1ccc(C2C(C(=O)c3sc(C)nc3C)=C(O)C(=O)N2CCN(C)C)cc1OC (stereo not drawn) | 6% | 7% | -4% | -25% | 4% | 1% | -2%[10 µM]
Cc1cc(C)n2nc(C(=O)OCC(=O)N3CCC3)nc2n1 | 10% | u | -3% | 26% | -6% | -20% | 36%[10 µM]
CN(CCNC(=O)C1CC(=O)N(c2ccc(F)c(Cl)c2)C1)Cc1ccccc1 (stereo not drawn) | -3% | 1% | -11% | -7% | 2% | -4% | -14%
CCOc1cc(S(=O)(=O)n2c(C)nc3ccccc32)ccc1F | 5% | -5% | u | 16% | 2% | -6% | -19%
CCN(CC)CCCn1c(C)cc2c(c1=O)C(c1ccc(OC)c(OC)c1OC)C(C#N)=C(N)O2 (stereo not drawn) | 4% | 5% | -5%[15.4 µM] | 0% | 12% | -5% | -27%
O=C(Nc1ccc(N2CCN(C(=O)c3ccco3)CC2)c(Cl)c1)c1c(F)c(F)c(F)c(F)c1F | 4% | u | -3% | u | -2% | -9% | 10%[10 µM]
COc1ccc(N2C(=O)C3CCCN3C2c2ccc(C)o2)cc1Cl (stereo not drawn) | 7% | 9% | 0% | -23% | 10% | -4% | 2%
O=C(Cn1c(=O)[nH]c2ccsc2c1=O)NC1CCCCC1 | 6% | -7% | 3% | 24% | -6% | -10% | 0%
CC(C)Sc1nc2ncnc(N)c2[nH]1 | 0% | 5%[46 µM] | -4% | -21% | -6% | -2% | -43%
Cc1ccc(C(=O)Nc2cccc(C(=O)O)c2)cc1 | -2% | 3% | -5% | 3% | -12% | -8% | -104%[inhibitor]
COc1ccc(C2CC(c3ccccc3)=NN2C(=O)c2ccc(Cl)c([N+](=O)[O-])c2)cc1 (stereo not drawn) | -29% | -10% | -6% | -5% | -5% | -10% | 22%[10 µM]
C/C=C/Cn1c(N2CCCCCC2)nc2c1c(=O)[nH]c(=O)n2C | 1% | 3% | -5% | -4% | -8% | -5% | -5%
C=CCOCCN(C)C1=NS(=O)(=O)c2ccccc21 | -3% | u | u | -18%[9.22 µM] | -5% | -6% | -17%[10 µM]
Cc1cccc(NC(=O)c2cccc(N3C(=O)C4C5CCC(C5)C4C3=O)c2)c1C (stereo not drawn) | 3% | 1% | 5% | 9% | 6% | -8% | -12%
NS(=O)(=O)c1ccc(NC(=S)N2CCC(O)CC2)cc1 | 1% | x | 4% | -4% | 0% | -5% | -21%
Oc1cccc(C(O)CNCc2ccc(-c3ccccc3)cc2)c1 (stereo not drawn) | 3% | u | 2% | -21% | 0% | -1% | x
CCOC(=O)C1(Cc2ccccc2)CCCN(C2CCN(C(C)=O)CC2)C1 (stereo not drawn) | 12% | x | x | -6%[9.22 µM] | 1% | 0% | 10%[10 µM]
CC1CCN(CC(=O)NCCc2ccc(F)cc2)CC1 | 3% | x | 3% | 22%[9.22 µM] | -8% | -19% | 5%[10 µM]

# High-throughput results deposited in PubChem by National Center for Advancing Translational Sciences (NCATS).
